# CTSL1 counter – Fasciola hepatica cathepsin L1 inhibitors, primary screen, counter-screen for PFM18AAP inhibitor project, biochemical, QFRET, fluorogenic peptide substrate | hit rate 0.49% among 300,000 | inhibition, % at 5.96 µM | recombinant F. hepatica cathepsin L1, Z-Leu-Arg-MCA fluorescence;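 active means inhibition above the mean of all tested compounds plus 3 SD, set per screening campaign, cut at about 17% in these data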;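 further: 0% = plate median of test compound wells and 100% = 1 µM Z-Phe-Ala-diazomethylketone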
# procasp7 counter – procaspase-7 activators, primary screen, counter-screen for procaspase-3 activator project, biochemical, absorbance, HTS, human. recombinant procaspase-7, Ac-DEVD-pNA absorbance 405 nm; D23A/D198A/D206A triple mutant, cannot self-cleave; scale: DMSO 0, 5 µM enzyme 100. activation, % at 8.5 µM. hit rate 0.093% among 330,000. AID 463210, 2010;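 active means percent activation above the screen-wide mean plus 3 SD, cut at about 25% in these data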
#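 Assay system: Uncleavable procaspase-7 mutant enzyme; Input: 2 µM procaspase-7 mutant as dispensed; Also added: DEVD-pNA substrate; Medium: Zinc-free HEPES pH 7.4 with 300 mM NaCl, 0.01% Triton X-100; Timing: 1 h compound preincubation, 2 h substrate cleavage, 25 °C; Measured by: Epi-absorbance of released pNA at 405 nm, two timepoints.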
# PP1 counter – PP1-alpha phosphatase inhibitors, primary screen, counter-screen for PP5 inhibitor project, biochemical, fluorescence, OMFP substrate, single point. Serine/threonine-protein phosphatase PP1-alpha catalytic subunit (Homo sapiens), P62136. hit rate 0.9% among 320,000. purified PP1alpha. inhibition, % at 6.7 µM;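 active means inhibition above the mean inhibition of all tested compounds plus 3 SD, computed separately for each screening campaign, cut at about 15% in these data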
# Target sequence (P62136 whole entry, looked up): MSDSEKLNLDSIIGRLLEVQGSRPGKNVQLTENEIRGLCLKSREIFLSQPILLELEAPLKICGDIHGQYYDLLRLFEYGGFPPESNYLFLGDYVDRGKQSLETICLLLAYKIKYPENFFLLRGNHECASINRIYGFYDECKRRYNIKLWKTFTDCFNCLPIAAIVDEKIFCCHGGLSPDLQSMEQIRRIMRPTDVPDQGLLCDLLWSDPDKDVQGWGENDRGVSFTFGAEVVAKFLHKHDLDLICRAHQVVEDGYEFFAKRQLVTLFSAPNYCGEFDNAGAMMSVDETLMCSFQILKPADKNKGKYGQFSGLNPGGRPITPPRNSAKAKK
# TPT1 inh – Candida albicans TPT1 enzyme inhibitors, primary screen, biochemical, fluorescence polarization. tRNA 2'-phosphotransferase TPT1 (Candida albicans SC5314). recombinant caTPT1, FP RNA substrate dephosphorylation. inhibition, % at 5 µM. hit rate 0.81% among 300,000. AID 1962, 2009;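 active means inhibition above the mean of all tested compounds plus 3 SD, set per screening campaign, cut at about 24% in these data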;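 further: plate controls were DMSO alone for no effect and ferristatin control at 100 nM for full effect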
# Efflux pump inh – inhibitors of Candida efflux pumps in yeast, primary screen, S. cerevisiae, Nile Red, multiplex; hit rate 0.44% among 330,000; S. cerevisiae Candida pump triplex; inhibition, % at 10 µM;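 active means plate passing quality check with inhibition over a set limit, or well fluorescence over plate mean plus 4 SD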;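 further: Nile Red retained in pooled yeast measured as flow cytometry median fluorescence; 0% = buffer negative control and 100% = Enniatin B positive control; higher means more Nile Red kept so more efflux inhibition; some compounds called inactive have numbers as strong as hits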
# GASC-1 inh – inhibitors of GASC-1 histone demethylase, primary screen, biochemical, fluorescence, DELFIA europium; inhibition, % at 2.35 µM; Lysine-specific demethylase 4C (Homo sapiens), Q9H3R0; hit rate 0.069% among 330,000; GST-JMJD2C(1-420) H3K9me3 demethylation;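 active means more than half of a compound's replicate wells show inhibition beyond 50%, single wells judged on their own value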;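 further: signal counts dimethyl H3K9 product captured on neutravidin plate; 0% = median of DMSO wells and 100% = 0.3 times that DMSO median; strong numbers were not always called active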
# PP5 inh – PP5 phosphatase inhibitors, primary screen, biochemical, fluorescence; inhibition, % at 6.7 µM; hit rate 0.18% among 320,000; purified PP5c, OMFP substrate fluorescence; Serine/threonine-protein phosphatase 5 (Homo sapiens), P53041; AID 1987, 2009;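 active means inhibition above the campaign's mean inhibition across all tested compounds plus 3 SD, cut at about 9.5% in these data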;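 further: 0% = DMSO only and 100% = 100 µM cantharidin control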
# Target sequence (P53041 whole entry, looked up): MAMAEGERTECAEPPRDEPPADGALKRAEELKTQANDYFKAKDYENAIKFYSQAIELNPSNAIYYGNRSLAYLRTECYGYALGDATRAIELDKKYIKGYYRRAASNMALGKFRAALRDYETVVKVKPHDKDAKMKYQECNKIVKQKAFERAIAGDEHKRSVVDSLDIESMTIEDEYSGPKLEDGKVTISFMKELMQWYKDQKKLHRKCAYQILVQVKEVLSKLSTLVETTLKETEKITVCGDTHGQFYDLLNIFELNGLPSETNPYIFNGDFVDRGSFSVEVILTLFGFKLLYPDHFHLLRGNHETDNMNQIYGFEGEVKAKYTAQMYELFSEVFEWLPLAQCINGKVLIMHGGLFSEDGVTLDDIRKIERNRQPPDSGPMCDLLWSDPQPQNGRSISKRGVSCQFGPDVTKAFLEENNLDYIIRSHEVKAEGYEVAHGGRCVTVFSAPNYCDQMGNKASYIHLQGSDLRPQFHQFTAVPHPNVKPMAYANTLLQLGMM
# core dimer inh – inhibitors of HCV core protein dimerization, primary screen, biochemical, TR-FRET, high-throughput. hit rate 0.33% among 300,000. TR-FRET GST/Flag-core106 dimerization, 1536-well. inhibition, % at 5 µM;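 active means inhibition above the mean of all tested compounds plus 3 SD, set per screening campaign, cut at about 45% in these data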
#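 test system = GST/Flag-tagged HCV core106 proteins | probe or stimulus = Eu donor and XL665 acceptor anti-tag antibodies | times = compound-protein-antibody incubation 4 h at 22.5 °C | signal = TR-FRET, excitation 340 nm, emission 617 and 671 nm | measure = percent inhibition of core106 dimerization signal | controls = wells lacking GST-core106 and wells with excess unlabelled core106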
# procasp3 activ – activators of human procaspase-3 D3A mutant, primary screen, biochemical, absorbance, PC-3 D3A mutant, single concentration; Caspase-3 (Homo sapiens), P42574; recombinant procaspase-3 D3A, Ac-DEVD-pNA absorbance 405 nm; activation, % at 8.5 µM; hit rate 0.11% among 330,000; AID 463141, 2010;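 active means activation above the mean of all tested compounds plus 3 SD, cut at about 21% in these data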;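 further: 0% = DMSO alone and 100% = DMSO wells spiked with extra 5 µM PC-3 D3A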
# Target sequence (P42574 whole entry D9A/D28A/D175A): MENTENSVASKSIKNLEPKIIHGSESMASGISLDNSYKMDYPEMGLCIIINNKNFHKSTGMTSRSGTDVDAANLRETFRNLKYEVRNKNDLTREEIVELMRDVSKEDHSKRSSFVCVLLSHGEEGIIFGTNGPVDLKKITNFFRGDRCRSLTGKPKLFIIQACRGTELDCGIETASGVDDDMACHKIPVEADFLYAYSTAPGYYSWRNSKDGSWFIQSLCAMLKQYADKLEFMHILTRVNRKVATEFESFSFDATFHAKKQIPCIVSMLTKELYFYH
#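 Assay system: Procaspase-3 D3A mutant, all three cleavage aspartates alanine. Buffer or medium: Zinc-free HEPES saline buffer with Triton X-100. Times: 1 h compound preincubation, 2 h substrate hydrolysis at 25 °C. Measured by: 405 nm absorbance of p-nitroaniline, reads at 0 and 120 min. Read-out basis: percent activation relative to control range. Replicates: singlicate.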
# * hit, by the source's call; · = no result given; & = joins results of further samples.
SMILES,CTSL1 counter,procasp7 counter,PP1 counter,TPT1 inh,Efflux pump inh,GASC-1 inh,PP5 inh,core dimer inh,procasp3 activ
CCOc1ccc(NS(=O)(=O)c2ccc(C(=O)NCCCN3CCCC3=O)cc2)cc1,1.3,-1.4,-2.3,1.6,-1.8,7.6,0.6,-0.7,-3.7
Cc1cccc(NS(=O)(=O)c2ccc(C)c(C(=O)NCc3cccnc3)c2)c1,·,7.0,·,·,0.0,1.3,·,·,4.9
O=C(CCc1nc2sc3c(c2c(=O)[nH]1)CCCC3)NCCc1ccc(F)cc1,4.6,-2.4,-0.3,8.3,0.4,1.7,0.3,35.3,0.5
CCCn1c(=O)c2ccccc2n2c(SCCOc3ccc(Cl)cc3)nnc12,-3.0,-6.1,-3.5,-0.3,0.1,2.6,0.9,-1.1,5.5
Cc1ccc(N2C(=O)c3ccccc3C2=O)cc1Cl,1.3,-1.1,3.8,1.2,-0.1,-10.5,0.9,-1.3,1.4
Cc1ccc2[nH]cc(CCNC(=O)c3ccc([N+](=O)[O-])cc3)c2c1,1.4,-1.5,-3.6,-1.3,0.0,-9.0,0.2,5.7,-6.7
O=C(NN1C(=O)c2ccccc2NC1c1ccco1)c1ccccc1 (configuration not stated),-4.4,3.3,-3.6,-1.9,0.0,-5.8,-1.0,2.5,2.2
Cc1ccc(S(N)(=O)=O)cc1NC(=O)/C=C/c1cccs1,4.8,-6.5,-0.3,-1.8,-0.2,-0.6,1.8,3.1,0.4
O=Cc1ccccc1-c1cn(CCCOCc2ccccc2)nn1,-2.4,-8.8,-2.4,-5.1,0.1,11.9,0.3,-4.8,9.4
Cc1ccc([N+](=O)[O-])cc1N=C(c1ccc([N+](=O)[O-])cc1)N1CCOCC1,1.4,0.8,7.0,-0.4,-0.1,-15.0,1.4,-1.3,-3.4
COc1cccc(NC(=S)Nc2ccc(Br)cc2Cl)c1,-0.3,-0.1,-2.1,-1.1,0.0,-1.6,0.1,-1.7,-0.2
CC(Cc1ccccc1)C(=O)N[C@@H](CO)Cc1ccccc1 (some centres not stated),-0.2,5.4,-3.4,-1.0,0.0,-7.0,-0.6,5.5,5.7
C=CCONC(=O)c1cc(OCC(F)(F)F)ccc1OCC(F)(F)F,-2.8,13.8,-1.7,-2.5,0.0,1.3,0.2,-0.3,8.1
O=C(COC(=O)c1ccc(Br)o1)NCc1ccc(F)cc1,·,-1.4,-0.1,·,0.6,1.6,1.1,·,6.8
CC1CCCCN1S(=O)(=O)CCNC(=O)c1ccccc1 (configuration not stated),-0.6,11.4,-2.8,2.6,-0.1,21.4,0.2,-0.5,9.1
N#Cc1nc(COc2cccc(Cl)c2)oc1NCCN1CCOCC1,-3.2,7.9,-3.4,0.9,-0.2,-4.6,-1.4,1.0,-3.0
CCOC(=O)N1CCN(C(=O)COC(=O)c2cc(Cl)c(O)c(Cl)c2)CC1,-0.2,-8.6,-1.5,-0.6,0.3,-1.3,1.2,-4.9,-4.9
O=C(CN(c1ccc(F)cc1)S(=O)(=O)c1ccccc1)NCc1ccco1,-1.6,-5.5,2.5,-6.8,-0.1,-5.3,3.0,-5.4,8.0
C/C(CC(=O)Nc1ccc(C)c(Cl)c1)=N\NC(=O)Cc1ccccc1,-1.8,-4.3,0.6,-7.0,4.1,9.2,-0.6,-2.2,-4.2
COC(=O)C1CSC(C(=O)OC)N1C(=O)CN1CCN(c2ccc(OC)cc2)CC1 (configuration not stated),9.6,-4.7,-5.1,2.1,-0.1,-1.7,1.1,-0.9,0.6

# 2 entries from above, with each value named:
canonical_smiles: CCCn1c(=O)c2ccccc2n2c(SCCOc3ccc(Cl)cc3)nnc12
  CTSL1 counter = -3.0
  procasp7 counter = -6.1
  PP1 counter = -3.5
  TPT1 inh = -0.3
  Efflux pump inh = 0.1
  GASC-1 inh = 2.6
  PP5 inh = 0.9
  core dimer inh = -1.1
  procasp3 activ = 5.5
canonical_smiles: Cc1ccc(N2C(=O)c3ccccc3C2=O)cc1Cl
  CTSL1 counter = 1.3
  procasp7 counter = -1.1
  PP1 counter = 3.8
  TPT1 inh = 1.2
  Efflux pump inh = -0.1
  GASC-1 inh = -10.5
  PP5 inh = 0.9
  core dimer inh = -1.3
  procasp3 activ = 1.4

# New compounds follow:
SMILES,CTSL1 counter,procasp7 counter,PP1 counter,TPT1 inh,Efflux pump inh,GASC-1 inh,PP5 inh,core dimer inh,procasp3 activ
O=C(CC1SC(=O)N(c2ccccc2)C1=O)Nc1cccc2ccccc12 (configuration not stated),0.7,-13.8,10.1,-1.3,0.0,0.8,-0.7,4.8,-5.2
CC1(C)CC(=O)C2=C(C1)NCN(CCCN1CCOCC1)C2,6.6,1.1,0.0,0.3,0.1,-13.2,1.7,-0.7,0.9
COc1cccc(NS(=O)(=O)NC(=O)c2cn(C)c3ccccc23)c1,-8.9,4.2,-6.8,0.5,-0.1,-12.0,-1.9,-1.6,0.5
COc1cccc(CNC(=O)c2ccc(NC3=NC4CS(=O)(=O)CC4S3)cc2)c1 (configuration not stated),1.9,0.8,-4.8,-2.0,-0.2,19.6,-1.0,4.0,6.2
O=C(NNC(=O)c1csc(N2CCOCC2)n1)c1ccc(=O)[nH]c1,·,0.8,-0.6,·,0.1,7.2,0.4,·,9.1
Cc1ccc(CN2CCN(Cc3cn(C(C)C)c4ccccc34)CC2CCO)o1 (configuration not stated),-2.7,1.1,-0.4,1.4,0.1,-3.8,-2.3,-0.7,3.4
COC(=O)c1nc2cc3c(cc2c(C)c1C(=O)OC)OCO3,2.1,-4.2,4.2,-0.4,0.0,1.1,-0.5,6.6,-9.8
CCOC(=O)c1ccc(NC(=O)CSc2nnnn2C2CCCCC2)cc1,0.1,-1.5,-2.4,-0.8,-0.2,96.8,-1.0,2.1,4.8
CC1CCN(CCc2nc3cc(NS(=O)(=O)c4ccc(F)cc4)ccc3n2C)CC1,0.6,9.3,2.5,-1.5,0.0,20.2&6.3,2.6,1.1,5.6
CC(C)c1nc(SCC(=O)Nc2ccc(N3CCOCC3)cc2)c2ccccc2n1,0.1,-6.2,-3.6,2.9,0.3,-2.1,1.1,12.6,5.9
O=[N+]([O-])c1cccc(-c2ccc(/C=N/NC(=S)Nc3ccccc3)o2)c1,-2.1,-15.9,9.0,1.2,0.0,13.3,4.8,21.9,-23.1
O=C(O)c1c(NC(=O)N2CCCC2)sc2c1CCCC2,-1.7,1.0,-2.1,0.2,0.0,-0.2,1.2,-4.7,2.8
COc1c(C(CC(C)C)OC(C)=O)ccc2c1C(=O)OCc1cc(C)cc(O)c1O2 (configuration not stated),2.4,3.9,-0.8,-1.8,0.2,77.9,7.1,3.5,2.8
Cc1cc2nnc(SCC(=O)N3C(C)CCCC3C)n2c(N)n1 (configuration not stated),-0.9,0.0,-5.1,-4.5,-0.1,21.4,-1.1,1.1,4.4
CN1CCN(CC(=O)Nc2cc(N(C)C)nc3ccccc23)CC1,-3.5,13.1,0.3,0.1,0.2,9.4,0.5,-2.6,-2.1
CCSC1(SCC)N=C(N)C2(C#N)C(c3ccccc3)NC(C)=CC12C#N (configuration not stated),-0.2,-2.8,1.8,-4.0,0.1,0.2,2.7,-3.8,4.3
COC(=O)[C@H](CC(C)C)NC(=O)N1CCC(C)CC1,14.5,-1.7,-1.6,-2.2,0.0,-3.1,2.4,-0.1,-9.0
COc1ccc(C(=O)Nc2ccc3oc(-c4cccc(Cl)c4)cc(=O)c3c2O)cc1,-5.5,-3.8,13.0,-1.1,0.5,3.2,-4.1,3.8,6.0
CCc1nnc(NC(=O)CN2CCN(Cc3cccc(Cl)c3)CC2)s1,1.3,-7.4,-2.1,-2.7,0.0,-16.2,-0.8,-14.0,-2.2
C=CCOc1ccc(/C=C/C(=O)OCC(=O)NCCc2ccccc2)cc1,-3.8,15.8,-2.5,1.9,0.2,-4.0,3.4,-0.4,4.5
CCc1ccc(NC(=O)C2CC=CCC2C(=O)O)cc1 (configuration not stated),-2.6,7.9,-1.4,-0.8,-0.2,6.4,1.2,-4.0,4.3
O=C(Nc1c(C(=O)N2CCOCC2)cnn1-c1ccccc1)c1cccc(F)c1,3.7,0.3,-2.4,-2.0,-0.2,1.1,1.1,-1.3,-2.3
CC(=O)C1=C(O)C(=O)N(c2ccc(Br)cc2)C1c1ccccc1[N+](=O)[O-] (configuration not stated),0.3,-1.8,0.6,0.9,-0.1,-1.8,0.4,4.2,-2.5
CC(C)(C)c1ccc(C(=O)NC(=S)N2CCOCC2)cc1,3.0,0.1,-7.8,-2.9,0.1,1.4,-6.2,-18.3,-4.9
O=C(Nc1ccc(Cl)cc1)N1CCSC1=NCc1ccccc1,-2.0,2.0,-1.4,-1.3,0.0,23.6,-0.5,1.0,8.0
Cc1ccc(-c2cn3cccnc3n2)cc1NC(=O)c1cccs1,-3.7,9.8,-3.4,-2.6,0.0,3.5,3.7,-5.5,-5.2
O=C(CCc1nc(-c2ccccc2F)no1)NC1CCCCC1,-1.0,10.2,-7.0,-0.6,0.0,-3.3,-0.9,-4.6,-1.5
CN(C)c1ccc(/C=C(\NC(=O)c2ccccc2)C(=O)NCCN2CCOCC2)cc1,3.5,-3.3,9.7,28.5*,-0.1,2.6,1.0,-9.1,-8.8
COc1cc2nc(NCCCN3CCN(C)CC3)n3nc(-c4ccccc4)nc3c2cc1OC,2.5,-0.6,2.1,1.0,0.1,-1.7,2.3,-3.7,2.9
COc1ccc(CCNC(=O)Cn2cnc3c(cnn3C(C)(C)C)c2=O)cc1OC,1.7,1.1,-0.6,-0.7,0.1,10.8,-0.8,-5.2,8.4
Cc1cccc(OCCn2c(=S)[nH]c3ccccc32)c1,4.6,-30.9,-2.9,-5.5,-0.1,3.9,4.0,0.0,-17.8
Cc1ccc(-c2nn(-c3ccccc3)cc2/C=C/C(=O)Nc2cccc(S(N)(=O)=O)c2)cc1,2.6,3.5,2.1,-2.4,-0.2,-14.4,-0.4,6.1,9.5
Cc1ccc(C2(c3noc(CN4CCC(c5ccncc5)CC4)n3)CCCC2)cc1,4.9,-5.5,-2.0,-2.2,-0.1,-12.4,-0.8,8.4,8.6
COc1ccc(C(=O)N(C)CC(=O)Nc2cccc(F)c2)cc1S(=O)(=O)NC1CCCC1,3.6,18.2,-3.4,2.9,0.0,15.0,-0.6,-2.4,7.2
